# RMI-FANCM inh – inhibitors of human RMI core complex binding to FANCM MM2 | Fluorescence polarization, RMI core complex with F-MM2 peptide; hits give low values | FP signal (polarization) at 33 µM | actives 0.58% (n = 70,000) | AID 1159607; in the data active means FP signal below about 40; further: inactives centre near 61; strong numbers were not always called active; unit not given here
# * hit, by the source's call. Some of the compounds tested; count on the stated rates, not on these rows.
molecule	RMI-FANCM inh
CCOc1ccccc1NC(=O)CSc1nc(C)nc2c1c(=O)n(C)c(=O)n2C	60
Cc1nnsc1C(=O)N1CCN(Cc2nc3ccccc3[nH]2)CC1	61
Cc1ccc(C)c(NC(=O)C2CCN(c3cnc4ccccc4n3)CC2)c1	121
FC(F)(F)c1cccc(Oc2ncnc3scc(-c4ccc(Cl)cc4)c23)c1	77
O=C(CSC1CN(C(c2ccccc2)c2ccccc2)C1)NNC(=O)c1ccc(Cl)cc1	56
O=C1C(=O)N(CO)c2ccccc21	57
Cc1ccc(-n2ncc3c(=O)[nH]c(-n4nc(C)cc4NC(=O)Cc4cccs4)nc32)cc1	63
Cc1ccc(SCC(=O)Nc2sc(C)c(C)c2C(N)=O)cc1	68
O=C(O)/C=C/C(=O)Nc1ccccc1	52
O=C(COc1ccc(F)cc1)N1CCN(C(=O)COc2ccc(F)cc2)CC1	59
CCCCc1ccc(-n2c(-c3ccc(F)cc3)coc2=O)cc1	62
CN(C)/C=C(\C#N)C(=O)Nc1ccc(F)c(Cl)c1	48
Cc1cc(OC(=O)/C=C/c2ccccc2)c([N+](=O)[O-])c(=O)[nH]1	59
COc1ccc(OC)c(NC(=O)CSc2nnc(Cc3cccn3C)n2Cc2ccccc2)c1	59
CS(=O)(=O)c1ccccc1	58
COCCCN=C(NC#N)SC	50
COc1ccc(SCC(=O)Nc2ccc(-c3nc4ccccc4o3)cc2)cc1	73
O=[N+]([O-])c1ccccc1S(=O)(=O)Nc1cccc(-c2ccc(N3CCCCC3)nn2)c1	58
CC(CCc1ccccc1)NC(=O)C(=O)NCc1ccc2c(c1)OCO2 (stereo not given)	52
O=C1CN(C(=O)c2ccccc2)C(=S)N1	58
COC(=O)c1ccc(NC(=O)C2CCCN(c3ccc(-c4ccc(F)cc4)nn3)C2)cc1 (stereo not given)	78
Cc1ccc(S(=O)(=O)N(C)c2c(C)ccc(S(=O)(=O)N(C)CCCC(=O)O)c2C)cc1	65
COc1ccccc1C(=O)Nc1sc2c(c1C(N)=O)CCCC2	79
Cc1nnc(SCC(=O)N2CCc3ccccc32)[nH]c1=O	57
COc1ccc(NC(=O)c2oc3ccccc3c2NC(=O)c2ccc(S(=O)(=O)N3CCOCC3)cc2)cc1	57
COc1ccc(CCS(=O)(=O)NCC(c2ccsc2)N2CCc3ccccc3C2)cc1 (stereo not given)	65
COc1ccc(CCS(=O)(=O)NCCc2ccc(N3CCCC3)cc2)cc1	81
CCc1nnc(-c2ccc(NC(=O)COc3cccc(OC)c3)cc2)o1	68
Cc1ccc(N2CCCS2(=O)=O)cc1NC(=O)c1ccccc1Cl	54
COCc1nnc(NS(=O)(=O)c2ccc([N+](=O)[O-])cc2)s1	58
CN(C)S(=O)(=O)Oc1ccc(-c2noc(-c3ccc(Oc4cc(Cl)cc(Cl)c4)o3)n2)cc1	54
O=S(=O)(c1cccnc1)N1CCN(c2cnccn2)CC1	64
Nc1cc(S(=O)(=O)O)c(N)c2c1C(=O)c1ccccc1C2=O	-28
Nc1ncnc(N2CCN(C(c3ccccc3)c3ccccc3)CC2)c1[N+](=O)[O-]	58
CC(C)Oc1ccc(C(=O)Nc2ccc3c(c2)CN(C(=O)C2CC2)CC3)cc1	67
CCc1nc(N2CCC(C)CC2)c2oc3ccccc3c2n1	66
CC(=O)N1c2ccc(S(=O)(=O)NCCn3nc(-c4ccc(F)cc4)ccc3=O)cc2CC1C (stereo not given)	71
CCOC(=O)c1cc([N+](=O)[O-])sc1NC(=O)c1ccc([N+](=O)[O-])o1	43
CCOc1ccc(-n2c(CNC(=O)c3ccco3)nnc2SCC(=O)Nc2nc3ccccc3s2)cc1	59
Cc1cc(NC(=O)c2ccc(Cl)cc2)n(C)n1	67
O=C(c1ccc(F)cc1)N1CCN(c2ccc3nnc(C4CC4)n3n2)CC1	62
CC(=O)c1ccccc1OC(=O)c1ccc(C(C)(C)C)cc1	56
CCC(C)Sc1nnc(-c2cn(C)nc2OC)n1CCOC (stereo not given)	66
CC(C)(C)c1csc(NC(=O)c2ccc(Cl)s2)n1	65
N#C/C(=C\Nc1cc([N+](=O)[O-])ccc1F)c1nc(-c2cc3ccccc3oc2=O)cs1	67
Cc1ccc(NC(=O)C(=O)NCC(c2ccc(F)cc2)N2CCOCC2)c([N+](=O)[O-])c1 (stereo not given)	55
O=C(CCSc1ccccc1)NCCOc1ccc(F)cc1	62
O=C(N/N=C\c1cc(Br)ccc1O)c1ccc(=O)[nH]n1	67
COc1ccc(S(=O)(=O)NCC2CCN(Cc3ccccc3)CC2)cc1	80
COc1ccc(S(=O)(=O)NCCc2ccc(S(N)(=O)=O)cc2)cc1[N+](=O)[O-]	59
Cc1cc(C)cc(NC(=O)Nc2cc(-c3ccccc3)nn2C)c1	95
CNC(=O)c1csc(NC(=O)c2cc(Cl)ccc2Cl)n1	67
Cc1ccc(C(=O)/C=C(\CC(=O)c2ccccc2)c2ccccc2)cc1	59
CS(=O)(=O)N1CCCC(C(=O)N(CC2CCCO2)c2nc3ccccc3s2)C1 (stereo not given)	65
CN1CCN(C(CNC(=O)C(=O)Nc2ccc(C(F)(F)F)cc2)c2ccc3c(c2)CCN3C)CC1 (stereo not given)	61
CCCC(CCC)C(=O)NC1CC(=O)N(c2ccc(OC)c(OC)c2)C1 (stereo not given)	55
O=C(Cc1cc(=O)[nH]c(SCc2ccccc2F)n1)NCCc1c[nH]c2ccccc12	59
COC(=O)c1ccc(Cn2nc(C3CC3)c3cnn(-c4ccc(F)cc4)c3c2=O)o1	80
O=C(NCc1cccnc1)c1cnc2ccccc2n1	57
O=C(Cc1cccs1)NCCOc1ccc(F)cc1	61

# Next section:
molecule	RMI-FANCM inh
COC(=O)c1c(C)[nH]c(C(=O)CSc2nc3sc(C)c(C)c3c(=O)n2-c2ccccc2)c1C	73
O=c1cc(-c2ccc(F)cc2)ncn1Cc1cccc(C(F)(F)F)c1	60
c1ccc(-c2csc(-c3ccc(-c4ccccn4)s3)n2)cc1	71
CN1C(=O)C(C)(C)COc2ccc(NC(=O)c3c(F)cccc3Cl)cc21	67
O=C(CSc1nc(-c2cccc(Cl)c2)cs1)N1CCOCC1	62
Cn1c(SCC(=O)Nc2ccc(F)cc2Cl)nc2cc(-c3ccccc3)sc2c1=O	62
COC(CNc1ncnc2c1cnn2-c1ccc(F)cc1)OC	58
O=C(NCc1cccs1)C(=O)NCC1CCCN1S(=O)(=O)c1cccs1 (stereo not given)	59
COc1ccc(S(=O)(=O)C(CNC(=O)c2ccc(Br)o2)c2ccco2)cc1 (stereo not given)	58
O=C(O)CCc1nc(-c2cccs2)no1	58
CCOc1ccccc1-c1noc(CN2C(=O)COc3ccc(C)cc32)n1	67
Cc1nc2ccccn2c(=O)c1NC(=O)c1ccc(Br)o1	56
C[C@]12C=CC(=O)C=C1CC[C@@H]1[C@@H]2[C@@H](O)C[C@@]2(C)[C@H]1CC[C@]2(O)C(=O)COC(=O)CCC(=O)O	62
S=c1[nH]nc(Nc2ccc(Br)cc2Cl)s1	39
COCC(=O)N1CCCc2ccc(NS(=O)(=O)c3ccc(NC(C)=O)cc3C)cc21	71

# Arranged by value in RMI-FANCM inh (high to low): 5 of the compounds above
molecule	RMI-FANCM inh
c1ccc(-c2csc(-c3ccc(-c4ccccn4)s3)n2)cc1	71
CN1C(=O)C(C)(C)COc2ccc(NC(=O)c3c(F)cccc3Cl)cc21	67
O=c1cc(-c2ccc(F)cc2)ncn1Cc1cccc(C(F)(F)F)c1	60
O=C(O)CCc1nc(-c2cccs2)no1	58
S=c1[nH]nc(Nc2ccc(Br)cc2Cl)s1	39

# Other results follow:
molecule	RMI-FANCM inh
CCCn1c(=O)c2[nH]c(-c3ccc(OCC(=O)NCCN)cc3)nc2n(CCC)c1=O	63
CC(=O)c1cccc(NC(=O)Cc2csc3nc(-c4ccc(C)cc4)cn23)c1	66
CCOC(=O)c1c(Cl)cc(C)cc1N1CCCC1	54
O=C(CN1CCN(C2c3ccccc3-c3ccccc32)CC1)c1ccccc1	63
CN(C(=O)CCn1c(=O)oc2ccccc21)c1ccccc1	60
CCN1C(=O)c2ccc(NC(=O)CCSc3ccccc3)c3cccc1c23	100
O=C(NNC(=O)c1ccccc1)NC(=O)c1ccccc1Cl	48
COc1cccc2c(Nc3ccc(Br)cc3)c(C#N)cnc12	121
Cc1cc(C)c2nc(N3CCN(C(=O)c4ccc(N(C)C)cc4)CC3)sc2c1	50
O=c1c(-c2ccccc2)c(O)nc2ccccn12	61
COc1ccc(/C=C(\C#N)C(=O)O)cc1OC	53
O=C(O)c1ccccc1SC/C=C/c1ccccc1	60
Cc1ccn2cc(CCNS(=O)(=O)c3ccc4c(c3)CCCC4)nc2c1	59
CC(=O)Nc1ccc(S(=O)(=O)Nc2ccc(S(=O)(=O)Nc3cc(C)on3)cc2)cc1	59
O=C1c2cccnc2-c2ncccc21	60

# Next part.
compound	RMI-FANCM inh
O=C(CCCn1nc(-c2ccccc2)ccc1=O)N1CCN(c2ccccc2F)CC1	58
Cc1nc2sc(C)c(C)n2c(=O)c1NC(=O)COc1ccccc1F	61
Cc1cc(S(=O)(=O)NCCN2CCOCC2)c(Cl)cc1Cl	58
O=C(NCCOC(=O)c1ccc(Cl)cc1)c1cccnc1	61
COCCN1CCC(CNC(=O)c2ccc3ccccc3c2)CC1	74
Cc1cc(C)c2c(c1)sc(=NC(=O)c1cccs1)n2C	71
CC(C)(C)Cc1nnc(C2CCCN(S(=O)(=O)c3ccc(Cl)cc3)C2)o1 (stereo not given)	62
CCOc1ccc(C(=O)Nc2ccc3c(c2)N(CCC(C)C)C(=O)C(C)(C)CO3)cc1OCC	64
COc1ccc(OC)c2sc(N(CCN(C)C)C(=O)/C=C/c3cccc([N+](=O)[O-])c3)nc12	59
COc1ccc(/C=C/C(=O)O)cc1S(=O)(=O)N(CCO)CCO	56
COc1cc(C(=O)Nc2ccc3c(c2)N(C(=O)C(C)(C)C)CC3)cc(OC)c1OC	66
Cc1cccc(C(=O)NCCN2CCn3cc(OCc4ccc(F)cc4)c(=O)cc3C2=O)c1	64
NS(=O)(=O)c1cccc(NC(=O)C2COc3ccccc3O2)c1 (stereo not given)	59
COC(=O)c1ccc(Oc2coc3cc(OC(=O)N4CCOCC4)ccc3c2=O)cc1	69
Cc1nc(C(F)(F)F)ccc1NC(=O)N1CCCN(Cc2c(F)cccc2Cl)CC1	57
O=C(Cn1cnc(-c2ccccc2)cc1=O)NCCc1ccccc1	67
COc1ccc(CCNc2nccn(-c3ccccc3OC)c2=O)cc1OC	63
COc1ccc(-c2ccc(=O)n(Cc3ccc(C(F)(F)F)cc3)n2)cc1OC	57
O=C(NCCCn1ccnc1)c1csc2nc(-c3ccc(F)cc3)cn12	66
CS(=O)(=O)c1ccc(Nc2nc(CC(=O)Nc3cccc(F)c3)cs2)cc1	62
COc1cccc(CNC(=O)Cn2c(C)nc3c(sc4ccccc43)c2=O)c1	62
CCOC(=O)C1CCN(CC(O)COc2cccc(OC)c2)CC1 (stereo not given)	61
CCOc1ccc(NC(=O)Cn2cnc3c(-c4ccccc4)csc3c2=O)cc1	148
O=C(NCc1ccncc1)C1CCN(c2ccc(-c3ccccc3)nn2)CC1	61
O=C(O)c1ccc(Cn2cnc3ccccc32)o1	68
CCn1c(=NC(=O)c2ccccc2)sc2cc3c(cc21)OCCO3	74
O=C(NNc1ccccc1)Nc1cc(Cl)sc1Cl	51
CSc1ccc(CC(=O)Nc2ccc3c(c2)C(=O)NC3=O)cc1	74
Cc1ccccc1NC(=O)COc1ccc2c(c1)OC(C)(C)CC2=O	56
O=C(CNC(=O)c1cccs1)N/N=C\c1c(F)cccc1Cl	62
NS(=O)(=O)c1ccc(C(=O)O)cc1	54
CCOc1ccc(CC(=O)Nc2ccc3c(c2)C(=O)N(CC)CCO3)cc1	57
O=C(CN1CCC(c2nc3ccccc3[nH]2)CC1)Nc1ccccc1	59
NS(=O)(=O)c1ccc(CCNC(=O)C(=O)Nc2ccccc2)cc1	57
O=C(CNC(=O)c1cccs1)N/N=C\c1cccs1	62
O=C(O)CC(CC(=O)Nc1ccc(I)cc1F)c1ccccc1 (stereo not given)	63
O=C(O)c1ncccc1Br	57
O=C1CN(C(=O)c2csc(Nc3ccccc3)n2)CCN1	61
N#C/C(=C\c1c(Oc2ccccc2F)nc2ccccn2c1=O)C(N)=O	60
COC(=O)c1sc2ccccc2c1NC(=O)c1ccc(Cl)s1	87
N#CCc1ccc(NC2(C#N)CCCCC2)cc1	56
COc1ccccc1N1CCN(CCN(C(=O)C2CCCCC2)c2ccccn2)CC1	48
FC(F)(F)c1cc2[nH]c(=S)[nH]c2cc1Cl	55
CCOC(=O)c1c(N)n(CCNC(=O)c2ccccc2Cl)c2nc3ccccc3nc12	66
COc1ccc(OC)c(NC(=O)Cn2c(C)cc(C)c(S(=O)(=O)c3ccc(C)c(C)c3)c2=O)c1	73

# Structures above that have a furan ring, fused or not (9):
compound	RMI-FANCM inh
COc1ccc(NC(=O)c2oc3ccccc3c2NC(=O)c2ccc(S(=O)(=O)N3CCOCC3)cc2)cc1	57
CN(C)S(=O)(=O)Oc1ccc(-c2noc(-c3ccc(Oc4cc(Cl)cc(Cl)c4)o3)n2)cc1	54
CCc1nc(N2CCC(C)CC2)c2oc3ccccc3c2n1	66
CCOC(=O)c1cc([N+](=O)[O-])sc1NC(=O)c1ccc([N+](=O)[O-])o1	43
CCOc1ccc(-n2c(CNC(=O)c3ccco3)nnc2SCC(=O)Nc2nc3ccccc3s2)cc1	59
COC(=O)c1ccc(Cn2nc(C3CC3)c3cnn(-c4ccc(F)cc4)c3c2=O)o1	80
COc1ccc(S(=O)(=O)C(CNC(=O)c2ccc(Br)o2)c2ccco2)cc1 (stereo not given)	58
Cc1nc2ccccn2c(=O)c1NC(=O)c1ccc(Br)o1	56
O=C(O)c1ccc(Cn2cnc3ccccc32)o1	68

# Next part.
compound	RMI-FANCM inh
COCCn1c(C)cc(C(=O)CSc2nnc(-c3ccccc3)o2)c1C	68
O=C(CSCc1c(Cl)cccc1Cl)NNC(=S)NC1CC2C=CC1C2 (stereo not given)	56
COC(=O)c1ccccc1NC(=O)/C(C#N)=C\c1cc(Cl)cc(Cl)c1	53
Cc1cccc(-n2ncc3c(=O)n4c(nc32)SCC4CC(=O)NCCc2ccccc2)c1 (stereo not given)	139
CCOC(=O)c1c(NC(=O)c2cccc(OC)c2)sc2ccccc12	77

# Screens from PubChem.
